Screening data deposited in PubChem BioAssay by IUPUI and University of Michigan.
ST2 IL33 inh = inhibitors of human ST2 (IL1RL1) binding to IL-33, primary screen, biochemical, AlphaLISA. inhibition, % for hits at 17 µM. AlphaLISA ST2-Fc/biotin-IL-33 interaction, 1 h. actives 2.3% (n = 78,000). AID 1259354, 2018. Interleukin-1 receptor-like 1 (Homo sapiens), Q01638; in the data active = inhibition above about 30%; inconclusive = mostly about 10% to 28%
Target sequence (Q01638 whole entry, looked up): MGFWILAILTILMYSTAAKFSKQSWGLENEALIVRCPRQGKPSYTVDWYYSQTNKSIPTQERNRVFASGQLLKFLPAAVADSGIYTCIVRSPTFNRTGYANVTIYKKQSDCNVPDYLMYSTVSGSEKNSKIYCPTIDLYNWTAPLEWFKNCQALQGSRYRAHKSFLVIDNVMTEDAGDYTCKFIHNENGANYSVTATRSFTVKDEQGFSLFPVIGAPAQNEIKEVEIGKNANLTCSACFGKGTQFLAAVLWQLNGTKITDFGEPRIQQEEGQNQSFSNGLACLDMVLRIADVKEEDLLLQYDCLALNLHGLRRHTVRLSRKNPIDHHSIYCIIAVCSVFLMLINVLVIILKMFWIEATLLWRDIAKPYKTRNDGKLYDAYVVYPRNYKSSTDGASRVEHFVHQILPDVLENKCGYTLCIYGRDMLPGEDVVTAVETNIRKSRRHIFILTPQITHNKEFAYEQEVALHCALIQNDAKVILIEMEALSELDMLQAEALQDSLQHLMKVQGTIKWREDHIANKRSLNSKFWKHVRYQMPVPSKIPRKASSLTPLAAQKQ
Starred values were filed as active, the others as inactive; i = inactive; ? = inconclusive. This is a subset, so the mix of outcomes need not match the whole.

The opening five records (preview)
SMILES	ST2 IL33 inh
CN(C)c1ccc(/C=C2\N=C(c3cccc([N+](=O)[O-])c3)OC2=O)cc1	i
CO/N=C\c1c(Sc2ccc(Cl)cc2)nc2ccccn2c1=O	i
Cc1ccc(CN2CCN(Cc3nc(-c4ccccc4)no3)CC2CCO)o1 (centres undefined)	i
COc1ccccc1N1CCN([C@@H]2[C@H](O)[C@H](CO)O[C@@H]2CNC(=O)c2cccs2)CC1	?
Cc1ccc(Oc2cc(NC(=O)CCCn3nc([N+](=O)[O-])cc3C)cc([N+](=O)[O-])c2)cc1	?

The list itself (from the top)
SMILES	ST2 IL33 inh
CN(C)c1ccc(/C=C2\N=C(c3cccc([N+](=O)[O-])c3)OC2=O)cc1	i
CO/N=C\c1c(Sc2ccc(Cl)cc2)nc2ccccn2c1=O	i
Cc1ccc(CN2CCN(Cc3nc(-c4ccccc4)no3)CC2CCO)o1 (centres undefined)	i
COc1ccccc1N1CCN([C@@H]2[C@H](O)[C@H](CO)O[C@@H]2CNC(=O)c2cccs2)CC1	?
Cc1ccc(Oc2cc(NC(=O)CCCn3nc([N+](=O)[O-])cc3C)cc([N+](=O)[O-])c2)cc1	?
O=C(Nc1ccc(F)c(Cl)c1)c1c[nH]c(=O)n(-c2ccccc2)c1=O	i
OCC1(O)CCN(c2ccnc3c(C(F)(F)F)cccc23)CC1	i
COc1ccc(OC)c2sc(N3CCc4ccccc4C3)nc12	?
O=C(O)CCC(=O)N1CCOCC1	i
O=C(CN1C(=O)c2ccccc2C1=O)NN1C(=O)c2ccccc2C1=O	i
N[C@@H](Cc1cnc[nH]1)C(=O)O	?
O=C(NCc1ccc(F)cc1)N1CCCCC1CCn1ccnc1 (centres undefined)	i
Cc1ccc(CNC(=O)C2CCN(S(=O)(=O)c3cccs3)CC2)o1	i
O=C1NC(=O)C2(COC(c3cccc([N+](=O)[O-])c3)OC2)S1 (centres undefined)	i
O=c1[nH]c(/C=C/c2cc(Br)ccc2O)c([N+](=O)[O-])c(=O)[nH]1	i
COc1cccc(-c2nnc(-c3ccc(OC)c(OC)c3)o2)c1	i
COc1ccccc1/C=C/C1=NC(=C\c2cccs2)/C(=O)O1	?
CCOc1ccc(CNS(=O)(=O)c2ccc3[nH]cc(C(=O)O)c(=O)c3c2)cc1OC	i
CC(=O)c1cccc(NC(=O)c2ccccc2-c2ccccc2C(=O)O)c1	i
O=C(O)CNC(=O)c1ccccc1Cl	i
CCOC(=O)c1cc2cc(Br)ccc2oc1=O	i
COc1ccc(-c2cc(C[C@H]3CNCC[C@H]3CC(=O)NCCN3CCOCC3)no2)cc1	?
Cc1ccc(CNC(=O)c2ccc(N3C(=O)NC4CC3(C)Oc3ccccc34)cc2)cc1 (centres undefined)	i
Nc1nc2c(s1)CN(Cc1cc3n(n1)CCCNC3)CC2	i
COc1cc(/C=C2/C(=O)N(c3ccc(C(C)=O)cc3)N=C2C)ccc1OCc1ccccc1	i
O=C(N1CCN(c2nc(-c3ccccc3)c3cc([N+](=O)[O-])ccc3n2)CC1)C(F)(F)F	?
O=[N+]([O-])c1ccc(O)c(C=Nc2ccc(-c3nc4ncccc4o3)cc2)c1	i
CCCC(=NC)C1=C(O)CC(C)(C)CC1=O	i
CCS(=O)(=O)N1CCCC(C(=O)NCc2ccc3c(c2)OCO3)C1 (centres undefined)	i
Cc1ccc(NC(=O)COc2ccccc2)cc1OCc1cc(=O)n2cccc(C)c2n1	i
CN(C)Cc1nc(C(=O)N2CCNCC2C(=O)N2CCOCC2)cs1 (centres undefined)	i
Cc1c(C(=O)Nc2ccc(NC(=O)c3ccco3)cc2)cccc1[N+](=O)[O-]	i
CCc1cccc(C)c1NS(=O)(=O)c1ccc2c(c1)c(=O)n(C)c(=O)n2C	?
Cc1cc(C)n(CC(C)NCCN2CCc3ccccc32)n1 (centres undefined)	?
O=S(=O)(Nc1ccc(F)c(F)c1)c1cccs1	i
CCC1Oc2ccc(C)cc2N(CC(=O)NCCCN2CCCC2)C1=O (centres undefined)	i
Cc1ccc(NCCCn2cnc(-c3ccccc3)c2-c2cnc[nH]2)nc1	i
COC(=O)[C@H]1C[C@@H](O)CCN1S(=O)(=O)c1cc(C)c(Cl)cc1C	?
COc1ccc(OC)c2c(NCCCN3CCOCC3)cc(C(F)(F)F)nc12	?
Cc1cc2c(C)nc(-c3ccccc3)nc2o1	i
COc1ccc(-c2nc(S(=O)(=O)c3ccc(Cl)cc3)c(NCc3ccco3)o2)cc1	i
Cc1ccc(Cl)cc1Nc1nnc(Cc2ccccc2)c(=O)[nH]1	i
COc1ccc(OC)c(C(=O)c2ccc(C(=O)NCC3Cc4cccc(-c5ccncc5)c4O3)cc2)c1 (centres undefined)	?
O=C(CN1C(=O)CCc2cc(S(=O)(=O)N3CCCC3)ccc21)NCCc1nc2ccc(F)cc2[nH]1	i
C(#CCSc1nnc(-c2ccncc2)o1)CSc1nnc(-c2ccncc2)o1	?
Cc1ccc(CN2CCSCC2)cc1	i
CCCCn1c(CCNC(=O)CC)nc2ccccc21	i
COC(=O)CCC(=O)NC1CC(=O)N(Cc2cccc(F)c2)C1 (centres undefined)	i
Cc1cc(N2CCCN(Cc3ccc4cccc(O)c4n3)CC2)ccn1	?
CCC1(C)Cc2c(sc3c2c(=O)n(C)c2nnc(SCCc4ccccc4)n32)CO1 (centres undefined)	?
Clc1ccc(-c2ncnn2-c2ccccc2)c(Cl)c1	i
CC(=O)N[C@H]1CO[C@H]2[C@@H]1OC[C@@H]2Nc1nccc(-c2cccc(F)c2)n1	i
O=C(Nc1ncc(Cc2ccc(F)cc2)s1)c1ccccc1[N+](=O)[O-]	?
CN1CCN(C(=O)CCC2CCCN(Cc3ccc4ccccc4c3)C2)CC1 (centres undefined)	?
COc1ccc(CN2CCN(C(=O)c3cc(OC)c(OC)c(OC)c3)CC2)cc1OC	i
CS(=O)(=O)N(CC(=O)N1CCN(c2ccccc2F)CC1)c1ccccc1	i
COc1ccc([N+](=O)[O-])cc1NC(=O)C(Cl)(Cl)Cl	i
Brc1cccc2sc(N3CCCC3)nc12	i
O=C(CSc1nc(-c2ccc3c(c2)OCO3)nc2cc(=O)[nH]n12)N1CCc2ccccc2C1	i
O=C(CSc1c2c(nc3ccc(Cl)cc13)CCCC2)NCc1ccccn1	i

Ordered by formula weight (smallest number first): some entries from above
SMILES	ST2 IL33 inh
COc1ccc([N+](=O)[O-])cc1NC(=O)C(Cl)(Cl)Cl	i
CCS(=O)(=O)N1CCCC(C(=O)NCc2ccc3c(c2)OCO3)C1 (centres undefined)	i
COc1ccc(OC)c2c(NCCCN3CCOCC3)cc(C(F)(F)F)nc12	?

(cont.)
SMILES	ST2 IL33 inh
O=C(Cn1nc(-c2ccccc2)ccc1=O)NCc1ccccc1Cl	?
COc1cccc(NC2=NC3CS(=O)(=O)CC3S2)c1 (centres undefined)	i
COc1ccc(-c2nccn2CC(C)Oc2cccnc2)c(F)c1F (centres undefined)	i
CCOC(=O)C1=C(C)NC2=C(C(=O)CC(C)(C)C2)C1c1ccsc1 (centres undefined)	?
Cc1ccccc1N1C(=O)c2c(C)nc3ccccc3c2C1=O	?
COc1ccccc1NC1=CC(=NS(=O)(=O)c2ccc(Cl)cc2)c2ccccc2C1=O	95.0%*
CCn1c(SCC(=O)Nc2ccc(Br)cc2)nc(O)cc1=O	i
Cn1c(CN2C[C@H](O)C[C@H]2c2nc(-c3ccccc3)no2)nc2ccccc21	i
CC(Cn1cccn1)C(=O)Nc1cccc(NC(=O)Cc2ccccc2)c1 (centres undefined)	i
O=C(Nc1ccccc1Cl)c1ccc(Cl)c(Cl)c1	i
Cc1nc2nc(C)c(NC(=O)Nc3ccccc3Cl)c(=O)n2[nH]1	i
CCc1ccc2nc(N3CCC(C(=O)NCc4ccc5c(c4)OCO5)CC3)sc2c1	i
Oc1ccc(Br)cc1-c1nc2cnccn2c1NC1CCCC1	i
CC(NC(=O)c1cc2c(=O)n3ccccc3nc2n(C(C)C)c1=N)c1ccccc1 (centres undefined)	i
CCOc1c(Nc2cc(OC)ccc2OC)c(=O)c1=O	i
CC12CC(NC(=O)N1c1cccc(Cl)c1)c1cc(Cl)ccc1O2 (centres undefined)	i
CC(=O)NC(=O)c1cc2ccccc2oc1=Nc1ccccc1F	?
O=C(Nc1ccc(Cl)c(-c2nc3ccccc3s2)c1)c1cccnc1	?
O=C(c1ccc2c(c1)N(Cc1cccc(Cl)c1)C(=O)CS2)N1CCC2(CC1)OCCO2	i
COc1ccccc1-n1cc(C(=O)N2CCN3C(=O)CNC(=O)C3C2)cn1 (centres undefined)	i
Cc1noc(C)c1C(=O)N1CCOC(Cc2cccc3ccccc23)C1 (centres undefined)	i
COc1ccc(-c2cc(-c3ccc(C)cc3)n[nH]2)c(O)c1	i
COc1ccc(NC(=O)CCC(=O)c2ccc(F)cc2)cc1	i
CC1CCCCC1NC(=O)C1CCC(CNS(=O)(=O)c2cccc3nsnc23)CC1 (centres undefined)	i
CCCCNC(=O)c1cc2c(=O)oc3ccccc3c2s1	?
Cc1cc(C(=O)Nc2cc(C)n(Cc3ccc(Cl)cc3)n2)no1	?
CCO[C@H]1COC[C@@H]1NC(=O)CSCc1ccccc1Cl	i
Cc1ccc2nsnc2c1S(=O)(=O)Nc1ccccc1C(=O)O	?
COc1cc(/C=C/C(=O)Nc2ccc3nc(N4CCN(C)CC4)cc(C)c3c2)cc(OC)c1OC	i
O=C(Nc1ccc(F)c(Cl)c1)c1cnc(N2CCN(c3ccccn3)CC2)c2ccccc12	i
O=C(O)CSc1nc2sc3c(c2c(=O)[nH]1)CCCC3	i
CN(C)CCN1CN(CCN(C)C)CN(CCN(C)C)C1	i
CCCOC(=O)COc1ccc2c(=O)c(Oc3ccccc3Br)coc2c1	i
CN1CN=C2SC3(COC(c4ccc(N(C)C)cc4)OC3)C(=O)N2C1 (centres undefined)	i
COc1ccc(C(=O)NCCCN2CCOCC2)cc1	?
Cc1cc(Nc2ccc(C)c(Cl)c2)c2cc(Cl)ccc2n1	i
COc1ccccc1-n1cc(C(=O)N2[C@@H]3CC[C@H]2CNC(=O)C3)cn1	i
CN(C)c1ccc(/C=C/c2nc3ccccc3c(=O)n2CCCO)cc1	i
N#Cc1cc2c(nc1SCC(N)=O)CCCC2	i
COC(=O)c1cc2n(n1)CCCN(c1nccc(N3CCC(O)CC3)n1)C2	i
O=C(O)CNC(=O)/C(=C/c1ccc2c(c1)OCO2)NC(=O)c1ccccc1Cl	i
Cc1cn(CCNS(=O)(=O)NCc2ccccc2)nn1	i
Cc1cc(C(=O)Nc2c(C)nn(Cc3ccccc3)c2C)no1	i
O=C(Cc1cccnc1)N1CCCC(Nc2ccc(F)c(F)c2)C1 (centres undefined)	i
CCOC(=O)COc1ccc2c(-c3ccccc3)cc(=O)oc2c1C	?
COc1ccc(C2SCCN2S(=O)(=O)c2ccc3cccc4c3c2CC4)cc1 (centres undefined)	i
CCOC(=O)C1CCC(CNC(=O)NCCCn2c(C(F)(F)F)nc3cccnc32)CC1 (centres undefined)	i
O=C1CSC(c2cn(-c3ccccc3)nc2-c2cc3ccccc3oc2=O)N1Cc1ccccc1 (centres undefined)	i
CCCN(CCC)S(=O)(=O)c1cc(Br)cc2c1N(C(=O)C1CC1)CC2	i
CCn1c(C2CCNCC2)nn(CC2CN(Cc3ccccc3)CCO2)c1=O (centres undefined)	i
COc1ccc(N(CC(=O)Nc2ccc(C)c(Cl)c2)S(C)(=O)=O)cc1	i
COc1ccc(F)cc1S(=O)(=O)NCc1cccnc1	i
O=C1NCCN1c1ccc(CN2CCCC(OCc3ccccn3)C2)cc1 (centres undefined)	i
O=C1CC(c2ccc3c(c2)OCCO3)Oc2ccc(Br)cc21 (centres undefined)	i
O=C1CC(C(=O)Nc2cccc(Cl)c2)SC(=Nc2ccc(Cl)cc2)N1 (centres undefined)	i
CCCc1nc(NCc2sc(C)nc2CC)c2cnn(C)c2n1	i
O=C(Nc1ccc(Oc2ccccc2F)cc1)C1CCN(Cc2ccccn2)CC1	i
Cc1ccc(-c2nnc(C(=O)c3ccccc3)o2)cc1	i
CN1CCC(N2CCCC(C(=O)N3Cc4ccccc4C3)C2)CC1 (centres undefined)	i
CC(C)N1CCn2nc(C(=O)N3CCC(c4cccc(O)c4)CC3)cc2C1	?

Shown as a markdown table: part of the list above
| smiles | ST2 IL33 inh |
| --- | --- |
| CN1CCC(N2CCCC(C(=O)N3Cc4ccccc4C3)C2)CC1 (centres undefined) | i |
| CC(C)N1CCn2nc(C(=O)N3CCC(c4cccc(O)c4)CC3)cc2C1 | ? |

Part of the list above in a different format:
Structure: COc1ccc(N(CC(=O)Nc2ccc(C)c(Cl)c2)S(C)(=O)=O)cc1
  ST2 IL33 inh: i
Structure: COc1ccc(F)cc1S(=O)(=O)NCc1cccnc1
  ST2 IL33 inh: i
Structure: CN1CCC(N2CCCC(C(=O)N3Cc4ccccc4C3)C2)CC1 (centres undefined)
  ST2 IL33 inh: i

(more compounds)
SMILES	ST2 IL33 inh
Cc1c(N=Cc2ccc(N3CCOCC3)cc2)c(=O)n(-c2ccccc2)n1C	?
CC1(C)CC(=O)C2=C(C1)N(c1ccccc1)C(=O)CC2c1ccc(O)cc1 (centres undefined)	i
Cc1noc(C)c1CCCNC(=O)c1ccc(N(C)C2CCOC2)nc1 (centres undefined)	i
Cc1cc(Cl)ccc1OCC(=O)N1CCCC(c2nc(-c3ccncc3)ncc2-c2ccccc2)C1 (centres undefined)	?
COc1ccccc1NC(=O)C1=C(C)Nc2nnnn2C1c1ccc([N+](=O)[O-])cc1 (centres undefined)	i
O=C(C1CC1)N1CCc2cc(Br)cc(S(=O)(=O)NC3CCCc4ccccc43)c21 (centres undefined)	?
Cn1c(=O)c2c(nc(NCc3ccco3)n2Cc2c(F)cccc2Cl)n(C)c1=O	i
O=C1OCc2cc3cccc(O[C@@H]4O[C@H](CO)[C@@H](O)[C@H](O)[C@H]4O)c3c(O)c21	i
N#Cc1ccc(C2C3=C(CCCC3=O)Nc3nc(SCc4ccccc4)nn32)cc1 (centres undefined)	i
O=C(Oc1ccccc1)Oc1ccccc1	i
O=C(Nc1ccc2c(c1)OCO2)c1ccc(Br)cc1	i
Cc1nc2nc(SCC(=O)NC3CCCC3)nn2c(C)c1Cc1cccc(Cl)c1	i
CCOc1cc2c(cc1OCC)C1C(C(=O)NCCOC)c3ccccc3C(=O)N1CC2 (centres undefined)	i
